# H1N1 NS1A inhibition = H1N1 influenza NS1A inhibitors, functional cell based assay (AID 504329); NS1A functional cell-based assay, percent inhibition; higher % means a stronger effect; one-dose inhibition, % at 12.5 µM; IC50 in µM for titrated hits; 0.3% of 340,000 active; in the data active means a potency from the dose series; inconclusive means inhibition above about 27% without an active follow-up result; further: strong numbers were not always called active
# H37Rv inhibition = M. tuberculosis growth inhibition, HTS (AID 449762). M. tuberculosis H37Rv growth inhibition, 7H9 media; higher % means a stronger effect. one-dose inhibition, % at 25 µM; IC50 in µM for titrated hits. 0.59% of 330,000 active; in the data active means a potency from the dose series; inconclusive means inhibition above about 70% without an active follow-up result;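 further: bacterial growth assessed after seven days of incubation; strong numbers were not always called active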
# Salmonella PhoP GFP = PhoP regulon inhibitors, Salmonella typhi PhoP promoter GFP reporter, confirmatory (AID 1850). inhibition, % at 50 µM, or IC50 in µM where a hit was titrated. Salmonella Typhi PhoP-promoter GFP reporter, fluorescence, 4 h; higher % means a stronger effect. 0.33% of 310,000 active; in the data active means a potency from the dose series; inconclusive means inhibition mostly from about 25% at the one dose, without a potency; inactive means the rest, 99 in 100 with inhibition below about 19%;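 further: 0% = induced wells with vehicle and 100% = uninduced wells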
# M. tuberculosis = growth inhibition of non-replicating M. tuberculosis (AID 488890) | Mycobacterium tuberculosis non-replicating, growth inhibition; higher % means a stronger effect | 0.39% of 320,000 active | one-dose inhibition, % at 25 µM; IC50 in µM for titrated hits; in the data active means a potency from the dose series; inconclusive means inhibition mostly from about 82% at the one dose, without a potency; inactive means the rest, 99 in 100 with inhibition below about 76%;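 further: plate controls were DMSO cells for no effect and high antibiotic wells for full effect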
# VEEV TC-83 Vero = inhibitors of VEEV TC-83 cytopathic effect, confirmation, Vero cells (AID 588727). Vero cells, VEEV TC-83 cytopathic effect inhibition; higher % means a stronger effect. 0.13% of 350,000 active. one-dose inhibition, % at 20 µM; IC50 in µM for titrated hits; in the data active means a potency from the dose series; inconclusive means inhibition mostly from about 14% at the one dose, without a potency; inactive means the rest, 99 in 100 with inhibition below about 12%; further: strong numbers were not always called active
# VEEV TC-83 Vero 10K pilot screen = also measured in VEEV TC-83 Vero; calls as there; inhibition, %; measured here: 10K pilot screen inhibition
# * marks the source's active call; other numbers are inactive results; i = inactive; u = inconclusive; x = no result given.
SMILES,H1N1 NS1A inhibition,H37Rv inhibition,Salmonella PhoP GFP,M. tuberculosis,VEEV TC-83 Vero,others
CCOC(=O)Nc1nc(C)c(C(=O)N(C)C)s1,1%,-5%,2%,-4%,i,
CCOCCCn1c(=NC(=O)c2cccs2)c(C#N)cc2c(=O)n3cccc(C)c3nc21,8%,-8%,0%,56%,9.7%,
O=CN1CCN(CC(O)Cn2c3ccccc3c3ccccc32)CC1 (stereo not drawn),-4%,1%,-23%,-2%,1.0%,
Cc1cc(NC(=O)COc2ccc(Cl)cc2Cl)n(-c2ccccc2)n1,-15%,-4%,-8%,1%,i,
O=C(O)CCCC[C@@H]1SC[C@@H]2NC(=O)N[C@@H]21,<0.2µM*,-1%,-6%,-21%,1.0%,
CNC(=O)NC(=O)Cn1nc2n(c1=O)-c1ccccc1SC2,-14%,-2%,7%,-3%,1.8%,
O=C(NC1CCCCC1)c1nn2c(C(F)(F)F)cc(-c3ccco3)nc2c1Br,-1%,-3%,1%,13%,0.5%,
COCCCNC(=O)CNC(=S)N(Cc1ccccc1F)C1CCCCC1,6%,-8%,-9%,-1%,i,
COc1ccc(Br)cc1C1CC(=O)N2CN(C)CSC2=C1C#N (stereo not drawn),2%,6%,-5%,72%,1.0%,VEEV TC-83 Vero 10K pilot screen=0.4
Cc1ccc(S(=O)(=O)NC(C)(C)CN2CCc3ccccc3C2)cc1,-11%,8%,5%,11%,i,
CC(=O)N1CCOc2ccc(S(=O)(=O)NCC3CCC(C(=O)NCCC(C)C)CC3)cc21 (stereo not drawn),8%,6%,5%,1%,i,
COc1ccc2c(c1OC)C[N+]1([O-])CCc3cc4c(cc3C1C2)OCO4 (stereo not drawn),-1%,-2%,-13%,0%,0.8%,
CC(=O)C1=C(O)C(=O)N(c2cccc(C(=O)O)c2)C1c1ccc(F)cc1 (stereo not drawn),10%,1%,-2%,-20%,i,
O=C(c1cc2ccccc2cc1O)N1CCN(c2ccccn2)CC1,-13%,-3%,4%,4%,1.1%,
COc1ccccc1-c1noc(CSc2nc(N)cc(=O)[nH]2)n1,2%,-2%,0%,-12%,6.6%,
Cc1ccc(C(C)(C)C)c(OCCN2CCCC2)c1,0%,-3%,-4%,3%,0.8%,
Cc1nc2sc(C(c3ccccc3)N3CCN(CCO)CC3)c(O)n2n1 (stereo not drawn),4%,0%,4%,-10%,2.8%,
COc1ccc(Cl)cc1NC(=O)N1CCN(C2CCCCC2)CC1,-7%,-3%,3%,4%,0.5%,
O=C(NCCCCc1ccccc1)C1CC(c2ccccc2[N+](=O)[O-])=NO1 (stereo not drawn),6%,5%,-2%,20%,0.1%,
O=C(CCC(=O)N1CCOCC1)c1ccc(F)cc1,-1%,-1%,1%,-4%,0.8%,
COc1ccc(CNC(=O)CN(c2ccccc2)S(=O)(=O)N(C)C)cc1,-2%,-1%,2%,-1%,3.6%,
CCN(CC(=O)NCc1ccc(Cl)cc1)C(=O)CSc1ccc(Br)cc1,-10%,-9%,4%,42%,4.3%,
COc1ccccc1NC(=O)CN1CCC(C(=O)c2ccc(F)cc2)CC1,13%,13%,0%,7%,6.4%,
Cc1cc(C(=O)COC(=O)CN(C)S(=O)(=O)c2ccc(Cl)cc2)c(C)n1Cc1cccs1,-2%,12%,-6%,5%,5.8%,
CC(NC(=O)c1ccncc1)c1ccccc1 (stereo not drawn),-28%,1%,0%,35%,0.2%,
O=C(Nn1c(SCc2cccc([N+](=O)[O-])c2)nc2ccccc2c1=O)c1ccccc1,-5%,-5%,-2%,8%,2.1%,VEEV TC-83 Vero 10K pilot screen=6.7
Cc1ccc(C(=O)N(Cc2nc3ccccc3c(=O)[nH]2)C2CCCC2)cc1,-2%,-6%,-1%,2%,6.3%,
O=C1N(c2ccc(Cl)cc2)C(c2ccc(Cl)cc2)N2CCCN12 (stereo not drawn),3%,3%,9%,11%,1.3%,
O=C(Nc1ccc(F)cc1)C1CCN(C(=O)NCc2ccccc2)CC1,2%,-4%,3%,-17%,0.1%,
O=C(c1ccc(N2CCCC2=O)cc1)N1CCOCC1,6%,1%,-7%,-12%,1.1%,VEEV TC-83 Vero 10K pilot screen=2.1

# 4 compounds out of the list, arranged by count of non-hydrogen atoms, rising:
SMILES,H1N1 NS1A inhibition,H37Rv inhibition,Salmonella PhoP GFP,M. tuberculosis,VEEV TC-83 Vero,others
CC(NC(=O)c1ccncc1)c1ccccc1 (stereo not drawn),-28%,1%,0%,35%,0.2%,
O=C(Nc1ccc(F)cc1)C1CCN(C(=O)NCc2ccccc2)CC1,2%,-4%,3%,-17%,0.1%,
COc1ccccc1NC(=O)CN1CCC(C(=O)c2ccc(F)cc2)CC1,13%,13%,0%,7%,6.4%,
O=C(Nn1c(SCc2cccc([N+](=O)[O-])c2)nc2ccccc2c1=O)c1ccccc1,-5%,-5%,-2%,8%,2.1%,VEEV TC-83 Vero 10K pilot screen=6.7

# New compounds follow:
SMILES,H1N1 NS1A inhibition,H37Rv inhibition,Salmonella PhoP GFP,M. tuberculosis,VEEV TC-83 Vero,others
COc1cccc2c1C(=O)c1c(O)c3c(c(O)c1C2=O)CC(O)(C(C)=NNC(=O)c1ccc(Cl)c(Cl)c1)CC3OC1CC(N)C(O)C(C)O1 (stereo not drawn),3.7µM*,x,x,x,i,
CCc1ccc(C(=O)NN(C(=O)c2ccc(CC)cc2)C(C)(C)C)cc1,-3%,2%,4%,3%,i,
CCN1CCN(Cc2ccc(NC(=O)c3ccc(C)c(NC(=O)c4ccno4)c3)cc2C(F)(F)F)CC1,-8%,7%,-7%,11%,i,
Cc1ccc(NC(=O)CNC(=O)c2cccs2)nc1,-2%,6%,12%,-1%,0.7%,
C(=C\c1nnc(-c2cccs2)o1)/c1ccccc1,0%,1%,7%,73%,i,
COc1ccccc1CNC(=O)C(=O)NCC1OCCN1S(=O)(=O)c1ccc2c(c1)OCCO2 (stereo not drawn),16%,3%,4%,15%,2.4%,VEEV TC-83 Vero 10K pilot screen=0.8
COCc1c(C(=O)N/N=C(/C)c2ccc(OCc3ccccc3)cc2)nnn1-c1nonc1N,-1%,12%,2%,18%,1.6%,
CC[C@@]1(C(=O)OC)N[C@H](CN(C)S(=O)(=O)c2ccc(C(C)(C)C)cc2)[C@@H]2C(=O)N(Cc3ccccc3)C(=O)[C@@H]21,-9%,0%,x,0%,0.6%,
CC[C@H](C)C(C(=O)N1CCN(C(=O)OC(C)(C)C)CC1)n1cc(C(CO)NC(=O)OC(C)(C)C)nn1 (stereo partly drawn),-3%,-2%,3%,-2%,0.3%,
CC(C)NC(=O)c1ccc(Sc2ccccc2)c([N+](=O)[O-])c1,-22%,-3%,5%,-14%,5.9%,

# Pulled by structure from above, 7 records:
SMILES,H1N1 NS1A inhibition,H37Rv inhibition,Salmonella PhoP GFP,M. tuberculosis,VEEV TC-83 Vero,others
Cc1cc(NC(=O)COc2ccc(Cl)cc2Cl)n(-c2ccccc2)n1,-15%,-4%,-8%,1%,i,
Cc1cc(C(=O)COC(=O)CN(C)S(=O)(=O)c2ccc(Cl)cc2)c(C)n1Cc1cccs1,-2%,12%,-6%,5%,5.8%,
Cc1ccc(S(=O)(=O)NC(C)(C)CN2CCc3ccccc3C2)cc1,-11%,8%,5%,11%,i,
O=C(Nn1c(SCc2cccc([N+](=O)[O-])c2)nc2ccccc2c1=O)c1ccccc1,-5%,-5%,-2%,8%,2.1%,VEEV TC-83 Vero 10K pilot screen=6.7
Cc1ccc(C(C)(C)C)c(OCCN2CCCC2)c1,0%,-3%,-4%,3%,0.8%,
CNC(=O)NC(=O)Cn1nc2n(c1=O)-c1ccccc1SC2,-14%,-2%,7%,-3%,1.8%,
COc1ccc(Br)cc1C1CC(=O)N2CN(C)CSC2=C1C#N (stereo not drawn),2%,6%,-5%,72%,1.0%,VEEV TC-83 Vero 10K pilot screen=0.4

# More compounds
SMILES,H1N1 NS1A inhibition,H37Rv inhibition,Salmonella PhoP GFP,M. tuberculosis,VEEV TC-83 Vero,others
COc1ccc(OC)c(C(c2nnnn2CC2CCCO2)N2CCN(C)CC2)c1 (stereo not drawn),-8%,-8%,1%,x,0.6%,
O=c1cc(CO)oc(CN2CCN(CCO)CC2)c1O,3%,-16%,-9%,1%,0.7%,
CCOP(=O)(OCC)C(O)c1ccc2c(c1)OCO2 (stereo not drawn),-4%,3%,15%,-7%,2.7%,
CC(CCN1CCN=C1N(C)C)c1ccccc1 (stereo not drawn),1%,-2%,-4%,5%,i,
CC(C)CNC(=O)CC(=O)N/N=C/c1cccs1,-1%,0%,7%,0%,2.1%,
COc1ccc(NC(=O)CSCC(=O)Nc2ccc(S(=O)(=O)N3CCOCC3)cc2)cc1,-2%,-2%,x,10%,1.6%,
Cc1cccn2c(CNC3CCCc4ccccc43)c(C(=O)N3CCCCC3)nc12 (stereo not drawn),-6%,-3%,3%,37%,7.4%,
COc1ccc(S(=O)(=O)NCc2cccnc2)cc1OC,-5%,3%,1%,-7%,0.5%,
CCn1c(SCC(=O)NCc2ccc3c(c2)OCO3)nnc1-c1cccs1,19%,-7%,3%,5%,0.6%,
COc1ccc(S(=O)(=O)N(CCc2ccccc2)CC(=O)NC(C)C)cc1,-1%,-7%,-6%,21%,i,
S=C(Nc1ccccc1)Nc1ccc(Cl)cn1,2%,5%,-7%,64%,i,
Cn1c(=O)[nH]c(=O)c2c1nc(Br)n2CCSc1nc2ccccc2o1,12%,2%,7%,-3%,0.2%,
Cc1nc2ccc(NC(=O)NCCCO)cc2s1,-21%,-4%,-8%,-8%,7.0%,
Cc1ccc(SCC(=O)NNC(=O)CNC(=O)c2ccc(Br)cc2)cc1,-3%,4%,x,-17%,1.1%,
Cc1nc(-c2cccnc2)sc1C(=O)Nc1ccc(F)cc1F,-2%,0%,-1%,6%,3.6%,
COc1ccc2oc(C(=O)OC(C)C(=O)N3C(C)CCCC3C)c(C)c2c1 (stereo not drawn),3%,9%,x,75%,0.4%,
CC(C(=O)NCc1ccccc1)N1C(=O)c2ccccc2C1=O (stereo not drawn),-9%,10%,-5%,-5%,0.9%,
O=[N+]([O-])c1cccc(-c2nc(-c3cccs3)c(-c3cccs3)[nH]2)c1,9%,2%,-8%,4%,i,
CCN(CC)C(=O)CN(c1cc(Cl)ccc1OC)S(=O)(=O)c1ccc(C)c([N+](=O)[O-])c1,-2%,-7%,-1%,29%,i,
N#Cc1ccccc1S(=O)(=O)N1CCN(Cc2c(O)ccc3ccccc23)CC1,-5%,4%,x,u,0.4%,
CC[C@@H](C)[C@@H]1CN([C@@H](C)CN2CCC[C@H]2CN2C(N)=NC[C@H]2CC(C)C)C(=N)N1CCc1ccc(Cl)c(Cl)c1,7%,u,x,u,2.6%,VEEV TC-83 Vero 10K pilot screen=1.4
CCN(CC)c1ccc(/C=C(/C#N)c2nc3ccc(C)cc3[nH]2)c(OC(C)C)c1,2%,u,-11%,35%,1.6%,
COc1ccc(/C=N/Nc2cc(C)nc(N3CCOCC3)n2)c(OC)c1,12%,-7%,1%,x,6.9%,
COc1ccc2[nH]c3c(Cl)ncnc3c2c1,7%,0%,1%,x,2.6%,
COC(=O)c1ccc(C2C(C(=O)c3cc4ccccc4o3)=C(O)C(=O)N2CCCN(C)C)cc1 (stereo not drawn),-9%,1%,9%,14%,5.0%,
CCOc1ccc(S(=O)(=O)N(CC)CC)cc1NC(=O)c1ccc(N2CCCC2=O)cc1,12%,-5%,0%,0%,8.1%,
O=CN1CCN(C(=S)NC(=O)c2ccc(Cl)cc2)CC1,-4%,x,x,x,0.8%,
O=C(O)Cc1ccc(C(=O)c2ccccc2F)s1,-10%,0%,0%,0%,1.8%,
Cn1c(=O)c2c(ncn2CC(=O)OCC(=O)Nc2ccccc2Cl)n(C)c1=O,-9%,2%,-7%,-7%,0.3%,
Cn1c(Cc2ccccc2)nnc1SCC(=O)NC1CCCCC1,14%,-3%,-6%,6%,0.4%,
CCOC(=O)c1csc(NC(C)=O)n1,-3%,0%,11%,-1%,13%,
CCCCC(=O)NC(c1ccccc1)c1ccc2cccnc2c1O (stereo not drawn),17%,7%,-4%,-12%,7.4%,

# Assay outcomes from PubChem.
